High-throughput results deposited in PubChem by National Center for Advancing Translational Sciences (NCATS).
TGFb SMAD3 inh = qHTS for Inhibitors of TGF-b; 410,000 compounds, 1.2% hits; Potency, µM (highest dose often 46.1 µM), inactives show top-dose activity, negative = inhibition, most hits filed as inhibitors; HepG2 CAGA-GFP TGF-b/SMAD3 reporter, GFP fluorescence, 18 h; TGF-beta stimulated, 500 pg/mL final; AID 588855, 2011; further: on the % scale 0 is the no-effect control and ±100 the full control effect; nearly all actives have a fitted effect of over 65% in size
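Smad-responsive CAGA-GFP expression was quantified in HEPG2 cells exposed to compounds and 500 pg/mL final TGF-beta for 18 h at 37 degrees C; unstimulated wells defined full inhibition.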
MCF10A rereplic = A quantitative high throughput screen for small molecules that induce DNA re-replication in MCF 10a normal breast cells | Potency, µM (doses to about 46.1 µM), without a hit: at the highest dose activity, positive = re-replication, actives largely listed as activators | 350,000 compounds, 2.9% hits | MCF 10A DNA re-replication, Hoechst nuclear intensity, 48 h; further: % of control where 0% means no effect; nearly all actives have a fitted effect of over 50% in size
HepG2 viability = qHTS for Inhibitors of TGF-b: Cytotox Counterscreen; HepG2 CAGA-GFP viability, ATP luminescence, 18 h; 410,000 compounds, 0.76% hits; Potency, µM (series often up to 46.1 µM), inactives show at the top dose activity change, negative = cytotoxicity, most hits filed as cytotoxic; further: some results filed as inactive show a strong effect at the top dose
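HepG2 CAGA-GFP cells (1000/well, DMEM with 1% FBS) received compound, then TGF-beta at 500 pg/mL final, and were incubated 18 hours at 37 degrees C. Viability was read by CellTiter-Glo luminescence. Media-only wells were set as complete cell-killing and DMSO as no toxicity.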
Nrf2 ARE act = qHTS of Nrf2 Activators. 410,000 compounds, 0.31% hits. AREc32 ARE-luciferase reporter (MCF7-derived line), luminescence, 24 h. Potency, µM (top dose mostly 46.1 µM), inactives show top-dose activation, usual class: activators. AID 624171, 2012; further: % of control where 0% means no effect; nearly all actives have a fitted effect of over 65% in size
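ARE activation measured as luciferase luminescence (Steady-Glo, 30 min RT) in AREc32_Fluc cells after 24 hr compound exposure at 37 deg C, 5% CO2; cells seeded overnight at 1000/well in OPTI-MEM, 5% FBS.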
A549 viability = Nrf2 qHTS screen for inhibitors: counterscreen for cytotoxicity; Potency, µM (highest dose often 46 µM), for inactives: at the top dose activity change, negative = cytotoxicity, actives largely listed as inhibitors; 390,000 compounds, 0.16% hits; A549 ARE-Fluc cells, CellTiter-Fluor viability, 18-24 h; further: on the % scale 0 is the no-effect control and ±100 the full control effect
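Cytotoxicity counterscreen: CellTiter-Fluor fluorescence was measured in A549 ARE_Fluc cells after 18-24 h of compound exposure in a concentration series. The subsequent BugLite luminescent read reports ARE-luciferase activity.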
ATXN2 expr inh = Primary qHTS for Inhibitors of ATXN expression | HEK-293 ATXN2-luciferase reporter, luminescence, 24 h | 360,000 compounds, 0.72% hits | Potency, µM (top dose mostly 57 µM), for the others: at the top dose activity change, negative = inhibition, most hits filed as inhibitors; further: on the % scale 0 is the no-effect control and ±100 the full control effect; nearly all actives have a fitted effect of over 55% in size
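ATXN2-luciferase reporter cells (luciferase flanked by upstream and downstream ATXN2 gene portions) were treated 24 h at 37 °C with compounds at up to 57 uM. SteadyGlo luminescence gave expression; GF-AFC fluorescence gave viability.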
Nrf2 inh = Nrf2 qHTS screen for inhibitors | 360,000 compounds, 2.1% hits | AID 504444, 2011 | A549 ARE-Fluc reporter, luciferase luminescence, 18-24 h | Potency, µM (titrated, usually from 46 µM), for inactives: at the highest dose activity change, negative = inhibition, most hits filed as inhibitors; further: on the % scale 0 is the no-effect control and ±100 the full control effect; nearly all actives have a fitted effect of over 60% in size
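Two sequential reads on A549 ARE_Fluc cells exposed to compound for 18-24 h: a CellTiter-Fluor fluorescence read for viability, then a luciferase luminescence read for Nrf2/ARE activity.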
EPAC2 antag = qHTS for Antagonist of cAMP-regulated guanine nucleotide exchange factor 2 (EPAC2): primary screen; 360,000 compounds, 0.18% hits; Rap guanine nucleotide exchange factor 4 (Homo sapiens), Q8WZA2; Potency, µM (top dose mostly 114 µM), for inactives: at the top dose activity, negative = inhibition, actives largely listed as inhibitors; EPAC2 GEF exchange of Rap1B-BODIPY-GDP, fluorescence; AID 720708, 2013; further: on the % scale 0 is the no-effect control and ±100 the full control effect; nearly all actives have a fitted effect of over 45% in size; many of its hits are not listed in these tables
Target sequence (Q8WZA2 whole entry, looked up): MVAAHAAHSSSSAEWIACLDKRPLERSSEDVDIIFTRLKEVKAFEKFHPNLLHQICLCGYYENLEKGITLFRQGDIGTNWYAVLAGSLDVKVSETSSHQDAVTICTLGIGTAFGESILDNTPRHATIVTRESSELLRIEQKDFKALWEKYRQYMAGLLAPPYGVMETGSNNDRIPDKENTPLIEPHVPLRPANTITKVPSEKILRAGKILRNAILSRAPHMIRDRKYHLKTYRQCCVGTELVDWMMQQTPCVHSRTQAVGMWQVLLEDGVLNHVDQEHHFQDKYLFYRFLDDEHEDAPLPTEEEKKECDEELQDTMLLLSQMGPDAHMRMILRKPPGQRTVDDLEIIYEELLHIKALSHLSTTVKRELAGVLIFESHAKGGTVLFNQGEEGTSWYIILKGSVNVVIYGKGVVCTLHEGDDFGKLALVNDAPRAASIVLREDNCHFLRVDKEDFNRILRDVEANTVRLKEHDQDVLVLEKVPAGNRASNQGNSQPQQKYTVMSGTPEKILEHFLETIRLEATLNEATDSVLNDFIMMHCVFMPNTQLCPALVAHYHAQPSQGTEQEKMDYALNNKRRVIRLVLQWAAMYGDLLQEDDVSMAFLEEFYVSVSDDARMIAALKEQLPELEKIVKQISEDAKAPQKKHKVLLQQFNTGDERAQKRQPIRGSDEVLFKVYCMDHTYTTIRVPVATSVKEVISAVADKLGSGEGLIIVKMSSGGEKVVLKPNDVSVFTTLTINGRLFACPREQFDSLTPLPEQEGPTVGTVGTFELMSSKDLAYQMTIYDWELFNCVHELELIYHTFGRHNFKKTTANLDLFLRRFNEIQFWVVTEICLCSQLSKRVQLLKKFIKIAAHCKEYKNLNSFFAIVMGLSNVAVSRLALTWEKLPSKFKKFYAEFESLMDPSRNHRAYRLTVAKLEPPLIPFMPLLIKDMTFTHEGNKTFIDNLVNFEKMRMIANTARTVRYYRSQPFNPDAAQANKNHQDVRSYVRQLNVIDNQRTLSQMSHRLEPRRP
ATXN viability = Viability Counterscreen for Primary qHTS for Inhibitors of ATXN expression. S2 cells (HEK-293 line with an ATXN2-luciferase reporter) viability, CellTiter-Fluor protease fluorescence, 24 h. Potency, µM (doses to about 56.7 µM), usual class: cytotoxic. AID 651635, 2014. 400,000 compounds, 0.49% hits; further: nearly all actives have a fitted effect of over 40% in size
Numbers without * were called inactive; i = inactive; ? = inconclusive; . = not tested or not shown; [ ] = remark or other dose. The call rests on the fitted dose curve; in most records, active means well fitted curve in the direction sought with a large enough effect; inconclusive means small, poorly fitted or top-dose-only effect, or another doubt; inactive means no such curve, though single readings can be large; an effect the other way counts as inactive or inconclusive. Potency means the concentration at half of the fitted maximal effect.

SMILES	TGFb SMAD3 inh	MCF10A rereplic	HepG2 viability	Nrf2 ARE act	A549 viability	ATXN2 expr inh	Nrf2 inh	EPAC2 antag	ATXN viability
O=[N+]([O-])c1nn(-c2ccccc2)n(O)c1=NC1CCN(Cc2ccccc2)CC1	?	?	-72%	-0.8%	18µM*	?	12%	-7%	i
Cc1[nH]c2ccccc2c1/C=N/NC(=O)CNC(=O)c1ccc2c(c1)OCO2	0%	0%	-10%	-0.2%	0%	-16%	-13%	1%	i
Cc1c(C(=O)N2CCC(C)CC2)sc2ncn(CC(=O)N3CCC(C)CC3)c(=O)c12	-8%	0%	-2%	-0.3%	3%	1%	4%	4%	i
Cc1ccc2cccc(NC(=O)c3ccc(-c4cccc(Cl)c4)o3)c2n1	29%	.	-45%	-0.8%	1%	8%	1%	.	i
Cc1ccc(S(=O)(=O)NCCSc2nnnn2-c2cc(C)ccc2C)cc1	-25%	27%	-24%	-0.2%	-9%	?	?	0%	?
C=CCC1(CC=C)CCCN1C(=O)C1CCC(=O)N(Cc2ccc(Cl)cc2)C1 (configuration not stated)	-27%	.	-8%	3.6%	.	.	.	1%	i
CCOC(=O)C1=C(c2ccc(OC)cc2)C(=O)c2ccccc2C1=O	?	2.9µM*	-107%	17%	8%	5µM*	-8%	-4%	6.3µM*
CCCCN(c1nc2ccccc2nc1Cl)S(=O)(=O)c1ccc(C)cc1	?	?	-12%	3.1%	8%	-19%	?	-7%	i
O=C(c1ccc2c3c(cccc13)CC2)C1CCCN(Cc2ccc(OCCO)cc2)C1 (configuration not stated)	?	?	-80%	4.2%	-10%	.	-3%	-8%	?
COc1ccc(CCN(C)C2CCCN(C(=O)c3sccc3C)C2)cc1OC (configuration not stated)	-1%	?	-4%	0.8%	0%	-12%	6%	-5%	i
CN(C)CCNC(=S)Nc1ccccc1Cl	1%	5%	-1%	0.0%	4%	1%	4%	9%	i
Cc1c(Cl)cccc1NC(=S)Nc1ccc(S(=O)(=O)Nc2ncccn2)cc1	?	-1%	-13%	-0.5%	7%	7%	-4%	0%	i
O=C(Cn1cnc2scc(-c3ccc(F)cc3)c2c1=O)N1CCOCC1	0%	17%	-1%	-0.7%	-3%	7%	-5%	0%	i
CCOC(=O)c1sc(NC(=O)c2ccncc2)nc1C	13%	-10%	1%	-1.1%	-6%	14%	-3%	?	i
Cc1c(C(=O)NCc2n[nH]c(=S)n2-c2ccc(F)cc2)cccc1[N+](=O)[O-]	23%	10%	6%	-0.2%	1%	-8%	10%	8%	i
CC(C)[C@H](NC(=O)c1ccco1)C(=O)Nc1ccc(N2CCCCCC2)cc1	6%	.	-2%	-0.8%	.	.	.	1%	i
N#Cc1cccc(NC(=O)COC(=O)c2cc(S(=O)(=O)Nc3ccccc3Cl)ccc2O)c1	?	16%	-7%	-0.9%	3%	-1%	-11%	-5%	i
Cc1nn(Cc2ccccc2)c(C)c1NC(=O)c1cc(C(C)C)on1	-21%	.	-44%	3.8%	-1%	-23%	-26%	.	i
CCCCNS(=O)(=O)c1ccc(OC)c2ncccc12	0%	-2%	-3%	-0.3%	-9%	3%	-11%	-5%	i
CCCCNC(=O)/C(C#N)=c1\s/c(=C\c2ccccc2OC(F)F)c(=O)n1CCCOC	2%	8%	3%	0.6%	8%	8%	8%	-10%	i
CN1CCN(CC(=O)Nc2nc(-c3ccccc3)cs2)CC1	-22%	9%	0%	2.4%	4%	18%	6%	10%	?
OCCN1CCN(C(=S)NC2CCCC2)CC1	4%	-1%	-2%	0.1%	0%	.	2%	-8%	i
Cc1cc(-n2c(C)nc3ccccc3c2=O)ccc1NC(=O)C(F)(F)F	?	.	-13%	0.3%	0%	-1%	.	.	i
Cc1cccc2sc(NC(=O)Cn3cccc3)nc12	5%	-1%	-6%	11%	-9%	4%	?	-22%	i
O=C(CCCN1C(=O)c2cccc3cccc(c23)C1=O)N1CCN(c2ccccn2)CC1	2%	3%	-4%	-0.4%	-1%	11%	-17%	16%	i
Going on with the list:
SMILES	TGFb SMAD3 inh	MCF10A rereplic	HepG2 viability	Nrf2 ARE act	A549 viability	ATXN2 expr inh	Nrf2 inh	EPAC2 antag	ATXN viability
O=C(OCC(=O)N1CCN(c2ccccc2)CC1)C1=COCCO1	0%	1%	6%	2.4%	-22%	12%	0%	5%	i
Cn1cnc2cc(NCc3ccccc3Cl)ccc21	0%	6%	3%	2.0%	2%	12%	?	4%	i
Cc1ccc2nc(-c3cccc(Br)c3)cc(C(=O)NC3=NCCS3)c2c1	-6%	2%	-8%	5.0%	-1%	20%	-20%	-1%	i
O=C(NCc1ccc2c(c1)OCO2)c1cc(F)c(F)cc1Cl	?	-1%	1%	0.8%	9%	18%	?	18%	i
COc1ccc(S(=O)(=O)N(C)C[C@H]2Oc3ncc(Br)cc3C(=O)N([C@@H](C)CO)C[C@@H]2C)cc1	32%[activator]	.	-1%	0.4%	.	-8%	.	-6%	?
Cc1cc(C)cc(NC(=O)CN2C(=O)NC(C)(c3ccccc3)C2=O)c1 (configuration not stated)	-24%	-2%	-4%	-0.4%	3%	-9%	.	-5%	i
C/C(=N/NC(=O)c1ccco1)c1cccc(NC(=O)c2ccc(C)o2)c1	-20%	28%	-11%	3.0%	-5%	20%	11%	3%	i
COc1ccccc1NC(=S)N1CCCC1	9%	2%	7%	0.3%	22%	-2%	?	-4%	i
Cc1nc(C)c(C(=O)O)c(-c2ccsc2)c1C(=O)O	-2%	5%	2%	-0.3%	10%	-3%	6%	2%	i
N#CC1(NC(=O)CSc2nc3ncc(Cl)cc3[nH]2)CCCCC1	?	9%	3%	-0.4%	1%	-13%	-12%	2%	i
O=C(NC1CCCCC1)C(c1ccncc1)N(Cc1ccc2c(c1)OCO2)C(=O)c1cnsn1 (configuration not stated)	?	-6%	-13%	2.7%	-5%	-6%	.	11%	i
COc1ccccc1CCN=C(N)NS(=O)(=O)c1ccc(C)cc1	0%	2%	-1%	0.1%	-3%	.	-1%	-2%[57.1 µM]	?
CSC1=NC2(C)CCCCC2C12C=CC(=O)C=C2 (configuration not stated)	-7%	3%	-2%	0.1%	14%	.	-1%	?	i
Cc1ccc(C)c(CSc2nnc(C)c(=O)n2N)c1	-8%	16%	6%	0.1%	0%	2%	10%	0%	i
CCOC(=O)C1=C(N)N(c2ccccc2)C2=C(C(=O)CCC2)C1c1cccnc1 (configuration not stated)	3%	8%	-2%	0.5%	-7%	3%	-9%	15%	i
COC(=O)[C@H](CC(C)C)NC(=O)Cn1cnc2c(OCc3ccccc3)ncnc21	20%	2%	-10%	0.6%	1%	-2%	-10%	-14%	i
COCCNC(=S)Nc1ccc2[nH]c(=O)[nH]c2c1	25%	1%	44%	-1.4%	-2%	.	1%	10%	i

2 of the compounds above, with bars between the fields.
mol | TGFb SMAD3 inh | MCF10A rereplic | HepG2 viability | Nrf2 ARE act | A549 viability | ATXN2 expr inh | Nrf2 inh | EPAC2 antag | ATXN viability
Cn1cnc2cc(NCc3ccccc3Cl)ccc21 | 0% | 6% | 3% | 2.0% | 2% | 12% | ? | 4% | i
Cc1ccc2nc(-c3cccc(Br)c3)cc(C(=O)NC3=NCCS3)c2c1 | -6% | 2% | -8% | 5.0% | -1% | 20% | -20% | -1% | i

Results in Nrf2 ARE act, ATXN2 expr inh and MCF10A rereplic (6 entries from above):
Structure | Nrf2 ARE act | ATXN2 expr inh | MCF10A rereplic
O=C(NC1CCCCC1)C(c1ccncc1)N(Cc1ccc2c(c1)OCO2)C(=O)c1cnsn1 (configuration not stated) | 2.7% | -6% | -6%
COc1ccccc1CCN=C(N)NS(=O)(=O)c1ccc(C)cc1 | 0.1% | . | 2%
CSC1=NC2(C)CCCCC2C12C=CC(=O)C=C2 (configuration not stated) | 0.1% | . | 3%
Cc1ccc(C)c(CSc2nnc(C)c(=O)n2N)c1 | 0.1% | 2% | 16%
CCOC(=O)C1=C(N)N(c2ccccc2)C2=C(C(=O)CCC2)C1c1cccnc1 (configuration not stated) | 0.5% | 3% | 8%
COC(=O)[C@H](CC(C)C)NC(=O)Cn1cnc2c(OCc3ccccc3)ncnc21 | 0.6% | -2% | 2%

By substructure: those above with fluorine (five)
SMILES	TGFb SMAD3 inh	MCF10A rereplic	HepG2 viability	Nrf2 ARE act	A549 viability	ATXN2 expr inh	Nrf2 inh	EPAC2 antag	ATXN viability
O=C(Cn1cnc2scc(-c3ccc(F)cc3)c2c1=O)N1CCOCC1	0%	17%	-1%	-0.7%	-3%	7%	-5%	0%	i
Cc1c(C(=O)NCc2n[nH]c(=S)n2-c2ccc(F)cc2)cccc1[N+](=O)[O-]	23%	10%	6%	-0.2%	1%	-8%	10%	8%	i
CCCCNC(=O)/C(C#N)=c1\s/c(=C\c2ccccc2OC(F)F)c(=O)n1CCCOC	2%	8%	3%	0.6%	8%	8%	8%	-10%	i
Cc1cc(-n2c(C)nc3ccccc3c2=O)ccc1NC(=O)C(F)(F)F	?	.	-13%	0.3%	0%	-1%	.	.	i
O=C(NCc1ccc2c(c1)OCO2)c1cc(F)c(F)cc1Cl	?	-1%	1%	0.8%	9%	18%	?	18%	i

A portion of the library; rates above refer to the full screens.
